Assay outcomes from PubChem.
DUSP3 inh – VHR1 (DUSP3) phosphatase inhibition; P51452; recombinant VHR phosphatase, colorimetric substrate read-out; inhibition, % at 20 µM; actives 0.7% (n = 50,000); AID 1992; in the data active = inhibition above about 60%; note: some results filed as inactive read as strong as hits
Target sequence (P51452 whole entry, looked up): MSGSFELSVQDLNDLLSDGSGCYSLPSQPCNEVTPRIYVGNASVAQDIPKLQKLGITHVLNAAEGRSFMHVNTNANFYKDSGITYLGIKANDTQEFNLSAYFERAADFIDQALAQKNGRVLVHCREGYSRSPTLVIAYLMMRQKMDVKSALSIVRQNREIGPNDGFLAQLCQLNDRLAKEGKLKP
* = called active by the depositor. A portion of the library; count on the stated rates, not on these rows.

SMILES	DUSP3 inh
Cc1ccc(C(=O)NCC2CCCO2)cc1[N+](=O)[O-] (centres undefined)	-18
CCOCn1c2ccc(Cl)cc2c2cc(Cl)ccc21	-25
COc1ccc(/C=N/NC(=O)COc2ccccc2Br)cc1	-2
Cc1cccc(-n2c(/C=C3\C(=O)Nc4ccccc43)nc3ccccc3c2=O)c1	-8
CC/C(=N/O)c1ccc(CCCC(=O)O)s1	5
COc1ccc(/C=C(\C#N)c2nc3ccccc3[nH]2)cc1OC	-14
O=C(c1ccc(F)c2ccccc12)N1CCc2ccccc21	-16
O=S(=O)(/N=C/c1ccccc1)c1cccs1	-13
Cc1ccc(OCC(=O)O/N=C(\N)c2cccnc2)c(C)c1	2
COCCCNC(=O)C(=O)Nc1ccc(Cl)cc1C	0
O=C(NCc1cccnc1)c1cc2nc(-c3cccs3)cc(C(F)(F)F)n2n1	-53
N/C(=N\S(=O)(=O)c1ccc(Cl)cc1)c1ccc(F)cc1	0
CC(=O)c1ccc(NC(=O)CN(c2ccccc2)S(=O)(=O)c2ccccc2[N+](=O)[O-])cc1	-13
O=C(N/N=C/c1ccc(Cl)cc1)c1cc(C2CC2)[nH]n1	-9
O=C1CC(Cc2ccc(Cl)cc2)C(=O)N1c1ccc(I)cc1 (centres undefined)	-15
COc1ccc(/C(O)=C/c2nc3ccccc3[nH]c2=O)cc1	-7
COc1ccc(N2C(=O)CC(SC(=N)N3N=C(c4cccs4)CC3c3ccc(Br)cc3)C2=O)cc1 (centres undefined)	13
O=[N+]([O-])c1ccc(C(O)CN2CCN(c3ccccc3)CC2)cc1 (centres undefined)	-2
Clc1ccc(N2CCN(N=Cc3cccc(OCc4ccccc4)c3)CC2)cc1	17
COc1ccc(OC)c(NC(=O)/C(=C/c2ccccc2)c2ccccc2)c1	-24
COCc1cc(C)nc(N/N=C/c2ccc(Cl)cc2Cl)c1C#N	-5
CC1=CC(C)(C)N(C(=O)Nc2ccc(F)cc2)c2ccc(C)cc21	-14
Cc1ccc(OCc2nnc(NC(=O)c3cccs3)s2)cc1	-13
COc1ccc(C2/C(=C(\O)c3ccccc3)C(=O)C(=O)N2CCN(C)C)cc1 (centres undefined)	6
NC(=O)c1nn2c(C(F)(F)F)cc(-c3ccccc3)nc2c1Br	-4
SMILES	DUSP3 inh
COc1ccc(CNc2ccc(C)cc2Br)cc1OC	6
CN(C)c1ccc(/C=N/Nc2cc(N3CCOCC3)ncn2)cc1	-14
COc1ccccc1N1CCN(/N=C\c2cccc(Br)c2)CC1	12
O=C(O)C1C2C=CC(O2)C1C(=O)Nc1cc(Cl)cc(Cl)c1 (centres undefined)	-4
Cc1ccc(NC2=NS(=O)(=O)c3cc([N+](=O)[O-])ccc32)cc1	-17
c1ccc(C2CCC(N3CCN(Cc4cccnc4)CC3)CC2)cc1 (centres undefined)	-15
COc1ccc(C(=O)NC(NC(=O)c2ccc(OC)c(OC)c2)c2ccc(Br)cc2)cc1OC	2
O=C(COc1ccc(Cl)cc1Cl)NCc1ccncc1	0
Cc1ccc(-c2ccc(OCC(=O)Nc3cccc(C)c3)cc2)cc1	-7
CCOC(=O)c1ccc2nc(NC(=O)CSCC(=O)OCC(=O)c3ccc(Br)cc3)sc2c1	-11
CC(C)Oc1ccccc1C1CC(=O)Nc2c1cc(Br)c1ccccc21 (centres undefined)	108*
CCC(CO)Nc1nc2c(c(=O)n(C)c(=O)n2C)n1C (centres undefined)	-4
Clc1ccc(/C=N/Nc2cc(N3CCOCC3)nc(N3CCOCC3)n2)c(Cl)c1	-12
Cc1cccc(OCC(=O)Nc2ccccc2C(C)C)c1C	-1
COC(=O)/C(=C\C=C\N(C)c1ccccc1)C(C)=O	-2
COc1ccc(-c2n[nH]c(=S)n2C2CCCCC2)cc1	-18
CC(=O)c1ccc2c(c1)C1C=CCC1C(c1cccc([N+](=O)[O-])c1)N2 (centres undefined)	14
Brc1ccc(-c2nc(NCCCN3CCOCC3)c3ccccc3n2)cc1	4
Cc1cc([N+](=O)[O-])ccc1N=Cc1ccc([N+](=O)[O-])s1	4
O=C1c2ccc(-c3nc4ccccc4c(=O)o3)cc2C(=O)N1c1cccc(I)c1	-4
CN1C(=O)NC(=O)/C(=C/c2ccc(-c3ccc([N+](=O)[O-])cc3)o2)C1=O	10
O=C(NCCCN1CCOCC1)C(=O)Nc1cccc(Cl)c1Cl	-16
CCN(CC)c1ccc(/C=C2\C(=O)NC(=O)N(c3ccc(Cl)cc3)C2=O)o1	-5
O=C1NN(c2cccc(Cl)c2)C(=O)/C1=C\c1ccccc1O	0
COC(=O)c1c(NC(=O)c2ccncc2)sc2c1C(C(=O)OC)CC2 (centres undefined)	-3
SMILES	DUSP3 inh
CSc1nnc2c(n1)OC(C1CC=C(C)CC1C)Nc1ccccc1-2 (centres undefined)	-39
COc1ccccc1N1C(=O)S/C(=C\c2cccc(Br)c2)C1=O	-17
O=C(Nc1ccccc1)Nc1ccc(C(=O)N2CCOCC2)cc1	-11
CCC/C(O)=C1\C(=O)CC(C)(C)CC1=Nc1ccccc1	-4
Cc1ccc(-c2nc(-c3cc4cc([N+](=O)[O-])c(O)cc4oc3=O)cs2)cc1	3
Cc1cc(C)cc(NC(=O)c2ccc([N+](=O)[O-])o2)c1	-27
OCC1CCCCN1CC(O)COc1ccc(C23CC4CC(CC(C4)C2)C3)cc1 (centres undefined)	12
O=c1oc2ccccc2c2c1ncn2C1CCCCC1	15
CCC(CC)NCc1cccc([N+](=O)[O-])c1	93
COc1ccc(OC)c(/C=N/n2nnnc2N)c1	-5
O=C(COc1ccccc1Cl)NCc1cccnc1	-5
O=C(O)CCCCCN1C(=O)C(=O)/C(=C(/O)c2ccc(F)cc2)C1c1cccc([N+](=O)[O-])c1 (centres undefined)	5
Cc1ccc(-c2nc3ccccc3c(=O)n2-c2ccc(Br)cn2)cc1	-11
CN(C)c1ccc(/C=C/C=C2/SC(N)=NC2=O)cc1	51
CCOc1cc(OCC)cc(C(=O)Nc2ccc(Cl)c(Cl)c2)c1	7
COC(=O)C1=C(C)N(c2ccccc2F)C(=O)/C1=C\c1ccc(F)cc1	-14
O=Cc1cc(Br)ccc1OCc1c(F)cccc1Cl	-25
CCOc1ccc(N2COc3ccc4ccccc4c3C2)cc1	-9
COc1ccccc1NC(=O)C1=C(C)NC(=S)NC1c1cccc(OC)c1OC (centres undefined)	68
Cc1ccc(C(=O)c2ccc(Br)cc2)cc1S(=O)(=O)NCc1ccccc1	-12
C/C(=N\Nc1nc(-c2ccc(C)cc2)nc2ccccc12)c1ccc(N)cc1	14
CCOc1ccc(CNc2cccc(C)c2)cc1	15
Cc1ccccc1NC(=O)CSc1nc(O)c(Cc2ccccc2)c(=O)n1-c1ccccc1	-1
Cc1cc(/C=N\Nc2ccc([N+](=O)[O-])cn2)c(C)n1-c1ccc(O)cc1	85*
O=C(Nc1ccc(OCc2ccccc2)cc1)Nc1cccc(Cl)c1	-1
SMILES	DUSP3 inh
COc1cc(OC)c(OC)cc1CN1CCN(C(=O)c2ccccc2F)CC1	5
O=C(Nc1cccc(Cl)c1Cl)c1cc(-c2cccs2)nc2ccccc12	10
O=C(COc1ccccc1)Nc1ccc(S(=O)(=O)N2CCCCCC2)cc1	1
O=C1c2ccccc2C(=O)N1CCN1CCc2ccccc21	0
O=S(=O)(NCc1ccco1)c1ccc(Cl)c(Cl)c1	3
COc1ccc(NC(=O)C(=O)NCc2ccc(Cl)cc2)c(OC)c1	1
Cc1ccc(OCCCCCSC#N)cc1C	-17
COc1ccc(C(=O)N2CCN(c3cccc(C)c3C)CC2)cc1OC	-15
O=C(COc1ccccc1[N+](=O)[O-])NCc1ccco1	-6
CCOc1ccc(NC(=O)c2ccoc2C)cc1	-2
CC1=C(C(=O)OC(C)C)C(c2ccccc2F)NC(=S)N1 (centres undefined)	-2
COc1cccc(C(=O)N2CCN(C(=O)COc3ccccc3)CC2)c1	-36
Cc1cc(C(=O)N=Nc2c(O)n(Cc3ccccc3)c3ccc(Br)cc23)n[nH]1	96
C=CCOc1ccc(/C=C2\C(=O)NC(=O)N(CC=C)C2=O)cc1OC	21
CCOc1ccc(N2C(=O)c3ccccc3NC2c2ccc(Br)cc2)cc1 (centres undefined)	-26
CCc1ccc(S(=O)(=O)Nc2ccc([N+](=O)[O-])c3ccccc23)cc1	0
O=C(Nc1cccc(NC(=O)c2ccc(Cl)cc2Cl)c1)c1ccc2ccccc2c1	0
Cc1ccccc1-c1nc2cc(NC(=S)NC(=O)c3ccc(Cl)cc3)ccc2o1	-3
CCN(CC)S(=O)(=O)c1ccc(NC(=O)c2cccc([N+](=O)[O-])c2)cc1	2
Cc1ccc(N(C(=O)COc2ccc(F)cc2)C2C=CS(=O)(=O)C2)cc1 (centres undefined)	-2
C/C(=N\N1CCN(Cc2cccc3ccccc23)CC1)c1ccccc1O	-5
CCCc1ccc(-c2csc(N)n2)cc1	-5
O=C1/C(=C\C=C\c2ccc([N+](=O)[O-])cc2)SC(=S)N1NS(=O)(=O)c1ccccc1	0
CCOC(=O)c1ccc2c(c1)n(Cc1ccccc1)c(C)[n+]2CC	4
O=C(Nc1nncs1)c1cc(-c2cccc(Br)c2)nc2ccccc12	-16

Rewritten in markdown: part of the list above
| SMILES | DUSP3 inh |
| --- | --- |
| O=C(COc1ccccc1)Nc1ccc(S(=O)(=O)N2CCCCCC2)cc1 | 1 |
| O=C1c2ccccc2C(=O)N1CCN1CCc2ccccc21 | 0 |
| O=S(=O)(NCc1ccco1)c1ccc(Cl)c(Cl)c1 | 3 |
| COc1ccc(NC(=O)C(=O)NCc2ccc(Cl)cc2)c(OC)c1 | 1 |
| Cc1ccc(OCCCCCSC#N)cc1C | -17 |
| COc1ccc(C(=O)N2CCN(c3cccc(C)c3C)CC2)cc1OC | -15 |
| O=C(COc1ccccc1[N+](=O)[O-])NCc1ccco1 | -6 |
| CCOc1ccc(NC(=O)c2ccoc2C)cc1 | -2 |
| CC1=C(C(=O)OC(C)C)C(c2ccccc2F)NC(=S)N1 (centres undefined) | -2 |
| COc1cccc(C(=O)N2CCN(C(=O)COc3ccccc3)CC2)c1 | -36 |
| Cc1cc(C(=O)N=Nc2c(O)n(Cc3ccccc3)c3ccc(Br)cc23)n[nH]1 | 96 |
| C=CCOc1ccc(/C=C2\C(=O)NC(=O)N(CC=C)C2=O)cc1OC | 21 |
| CCOc1ccc(N2C(=O)c3ccccc3NC2c2ccc(Br)cc2)cc1 (centres undefined) | -26 |
| CCc1ccc(S(=O)(=O)Nc2ccc([N+](=O)[O-])c3ccccc23)cc1 | 0 |
| O=C(Nc1cccc(NC(=O)c2ccc(Cl)cc2Cl)c1)c1ccc2ccccc2c1 | 0 |
| Cc1ccccc1-c1nc2cc(NC(=S)NC(=O)c3ccc(Cl)cc3)ccc2o1 | -3 |
| CCN(CC)S(=O)(=O)c1ccc(NC(=O)c2cccc([N+](=O)[O-])c2)cc1 | 2 |
| Cc1ccc(N(C(=O)COc2ccc(F)cc2)C2C=CS(=O)(=O)C2)cc1 (centres undefined) | -2 |
| C/C(=N\N1CCN(Cc2cccc3ccccc23)CC1)c1ccccc1O | -5 |
| CCCc1ccc(-c2csc(N)n2)cc1 | -5 |
| O=C1/C(=C\C=C\c2ccc([N+](=O)[O-])cc2)SC(=S)N1NS(=O)(=O)c1ccccc1 | 0 |
| CCOC(=O)c1ccc2c(c1)n(Cc1ccccc1)c(C)[n+]2CC | 4 |

Carrying on:
SMILES	DUSP3 inh
O=C1CC(Nc2ccccc2)C(=O)N1c1ccc(N2CCOCC2)cc1 (centres undefined)	-1
COc1ccc(C2CC(c3ccccc3)=CC(O)(C(C)(C)C)C2C(=O)C(C)(C)C)cc1 (centres undefined)	-24
CN1C(=O)NC(=O)/C(=C/c2ccc(-c3ccc(Cl)c(Cl)c3)o2)C1=O	-3
CC1(C)CC(=O)C2=C(C1)NC1=C(C(=O)CC(C)(C)C1)C2c1ccccc1OCc1ccccc1	-4
COc1cccc(C(=O)/C=C/c2ccc(SC)cc2)c1	-5
O=C1C2C(C(=O)N1/N=C/c1ccc(Br)cc1)C1C=CC2C12CC2 (centres undefined)	1
O=C(NC(Nc1ccc([N+](=O)[O-])cc1)C(Cl)(Cl)Cl)c1cccc(I)c1 (centres undefined)	-27
O=C(Nc1ccccc1C(=O)N1CCCCC1)c1ccccc1Cl	-28
C/C(=N/NC(=O)c1ccccc1)c1ccc(F)cc1	-7
O=C(Nc1ccc(S(=O)(=O)N2CCc3ccccc32)cc1)c1cccc([N+](=O)[O-])c1	19
Cc1cc(C)cc(CC2CC(=O)N(c3ccc([N+](=O)[O-])cc3)C2=O)c1 (centres undefined)	-16
O=C1NC(=S)NC(=O)C1=Cc1ccc(Cl)cc1Cl	-7
Nc1nonc1C(=O)OCc1ccccc1	-37
CCCc1nc2ccccc2n1C(=O)c1ccccc1C(=O)O	1
COc1ccc(C(=O)NCCC(c2ccccc2)c2ccccc2)cc1OC	11
COc1ccc(/C=C2\C(=O)NC(=S)N(c3ccc(Br)cc3C)C2=O)cc1OC	98
CC1=C(C(=O)Nc2ccc(Cl)cc2)C(c2ccc(F)cc2)NC(=O)N1 (centres undefined)	25
c1ccc(-c2n[nH]c(-c3ccccn3)n2)nc1	-17
O=C1/C(=C\c2cn(Cc3ccccc3F)c3ccccc23)SC(=S)N1c1ccc([N+](=O)[O-])cc1	-10
O=C1CC(N2CCN(C/C=C/c3ccccc3)CC2)C(=O)N1c1cc(Cl)cc(Cl)c1 (centres undefined)	-18
O=c1[nH]c(=O)n(-c2cccc(C(F)(F)F)c2)c(O)c1C=C1C=CC=N1	-11
O=C(Nc1ccc(Cl)c(Cl)c1)c1cccc([N+](=O)[O-])c1	4
COc1cc2ccccc2cc1C(=O)Nc1ccc(F)c([N+](=O)[O-])c1	12
O=CNC(NC(=S)Nc1cc(Cl)ccc1Cl)C(Cl)(Cl)Cl (centres undefined)	9
CC(=O)N1c2ccccc2C(C)=CC1(C)C	-4
SMILES	DUSP3 inh
CCOC(=O)C1=C(C)N=c2s/c(=C\c3ccccc3)c(=O)n2C1c1ccc(F)cc1 (centres undefined)	-24
COc1ccc(/C=C/C(=O)NC(=S)Nc2c(C)cc(C)cc2[N+](=O)[O-])cc1OC	8
Cc1ccc(NC(=S)c2ccccn2)cc1	-16
O=S(=O)(Cc1ccccc1)Nc1ccc(Br)cn1	-12
COCCNC(=O)c1ccccc1[N+](=O)[O-]	-10
CC(C)=C1C2C=CC1C1C(=O)N(c3ccccc3[N+](=O)[O-])C(=O)C21 (centres undefined)	27
CCn1c(SCC(=O)c2ccccc2)nc2ccccc2c1=O	-13
Cc1c(OCc2ccccc2)ccc2c3c(c(=O)oc12)CCCC3	-8
Cc1onc(-c2ccccc2)c1C(=O)NCc1ccccc1	-63
C=CCNC(=O)c1cccc(OCc2ccccc2)c1	-16
